SRC1 TRFRET art: counter-screen for PPARgamma SRC-1 recruitment agonists: TR-FRET artefact | actives 0.34% (n = 99,000) | TR-FRET detection artefact counter-screen, emission ratio; active compounds read high | AID 1051 | TR-FRET ratio at 8 µM; in the data active = TR-FRET ratio above about 2300; note: inactives centre near 1800; reference of the scale not given here
SRC3 TRFRET art: flags TR-FRET format artefacts in PPARgamma SRC-3 recruitment agonist screen; actives 0.39% (n = 99,000); TR-FRET artefact counter-screen, PPARgamma/SRC-3 format; active compounds read high; TR-FRET ratio at 8 µM; in the data active = TR-FRET ratio above about 2000; note: inactives centre near 1600; reference of the scale not given here
Numbers without * were called inactive. Not all compounds are listed (hit frequency here may not be typical).

SMILES	SRC1 TRFRET art	SRC3 TRFRET art
COc1ccc(/C=C2\SC(=S)N(CCCC(=O)NNC(=O)c3ccccc3O)C2=O)cc1	1698	1449
Cc1ccccc1NC(=S)N1CCCN(Cc2ccc(F)cc2)C1	1780	1561
Cc1cccc2sc(NNC(=O)c3ccc(S(=O)(=O)N4CC(C)CC(C)C4)cc3)nc12 (stereo not drawn)	1846	1635
CC(=O)OC(C(=O)NC1CCCCC1)c1cccc(F)c1 (stereo not drawn)	1664	1816
Cc1n[nH]c(C)c1NC(=O)c1cc([N+](=O)[O-])ccc1Cl	1959	1501
O=C(c1ccc(S(=O)(=O)c2ccccc2)cc1)N1CCc2ccccc2C1	1758	1517
O=C(CNCCc1ccc(Cl)cc1Cl)NCc1ccco1	1786	1650
COc1ccc(C(=O)NC(=S)N2CCCCC2)cc1[N+](=O)[O-]	1659	1678
CC(=O)OCC(=O)Nc1cc(S(=O)(=O)N2CCCCCC2)ccc1Cl	1694	1482
COc1ccc(C)cc1-n1c(SCC(=O)Nc2cc(C)on2)nc2ccccc2c1=O	1572	1434
CC(C)C[C@@H]1NC(=O)[C@H](Cc2ccc(O)cc2)NC(=O)c2cc([N+](=O)[O-])cc(I)c2NCCC[C@@H](C(N)=O)NC1=O	1609	1650
CCOC(=O)/C(=N\Nc1ccccc1Cl)N1CCN(c2ccccc2OC)CC1	1727	1431
Cc1ccc(-n2cccc2/C=C2\C(=N)N3N=C(c4ccco4)SC3=NC2=O)cc1	1439	1460
CCc1ccc(/C=C/c2c[nH]c3ccccc23)[n+](CC)c1	1874	1845
COc1ccccc1-c1ccc(=O)n(CC(=O)NCC2CCCO2)n1 (stereo not drawn)	1754	1637
Cc1ccc(C(=O)NNC(=O)CCC(=O)Nc2cc(C)on2)cc1	1744	1538
O=C(c1ccc(Cl)cc1Cl)C1(n2cncn2)Oc2ccccc2C1O (stereo not drawn)	1691	1512
Cc1cccc(C)c1NC(=S)/C(=C(\[O-])c1cccs1)[n+]1ccccc1	1962	1485
COC(=O)c1ccc(CSc2nc(-c3ccccc3)cs2)o1	1901	1579
CCn1c(SCC(=O)N2CCCc3ccccc32)nnc1-c1ccco1	1582	1686
CC(=O)c1cccc(NC(=O)NNC(=O)c2ccc(Cl)cc2Cl)c1	1903	1440
O=C(C[n+]1ccc2ccccc2c1)c1ccc(NC(=O)c2ccccc2)cc1	1628	1559
Cn1c(=O)c(C(=O)CN2CCN(S(=O)(=O)c3ccccc3)CC2)c(N)n(Cc2ccccc2)c1=O	1630	1505
CC(C)OP(=O)(OC(C)C)C(Nc1ccccc1)c1ccc2c(c1)OCO2 (stereo not drawn)	1725	1543
O=C(NCc1ccccn1)c1ccc(-c2ccccc2)cc1	1633	1628
O=C(CSc1ccc(-c2ccco2)nn1)NCc1ccc(F)cc1	2165	1534
Cc1cc(C)n2nc(C(=O)NCc3cccc(C(F)(F)F)c3)nc2n1	1865	1492
COC(=O)c1sccc1NC(=O)CNC(=O)c1ccccc1	1977	1572
O=C(/C=C/c1ccc(Cl)cc1)Nc1ccccc1N1CCOCC1	1786	1475
Cc1cc(NC(=O)Cn2nnc(-c3ccccc3N)n2)no1	2011	1636
N#C/C(=C(/O)c1ccco1)c1nc2ccccc2[nH]1	2035	1559
Cc1ccc(C=Nc2ccccc2C(=O)Nc2ccccc2)cc1	1679	1390
COc1ccc(/C=C(\C#N)C(=O)OCC(=O)NC(C)c2ccccc2)cc1 (stereo not drawn)	1952	1799
O=C(CSCc1c(Cl)cccc1Cl)NCc1ccccn1	1616	1563
Cn1c(N)c(C(=O)CN2CCc3ccccc3C2)c(=O)n(C)c1=O	1759	1688
CSC1=C(C#N)C(c2ccccc2)C(C(C)=O)=C(C)N1 (stereo not drawn)	1850	1794
COc1ccc(-c2ccc(/C=C(\NC(=O)c3ccccc3)C(=O)N3CCOCC3)o2)cc1	1764	1596
COCCN1C(=O)c2cc(C(=O)Nc3ccc(OC)c(OC)c3)ccc2C1Nc1ccc(OC)c(OC)c1 (stereo not drawn)	1756	1786
Cc1cc(/C=N\NC(=O)COc2cccc3cccnc23)c(C)n1-c1ccccc1	2013	1606
CC(NC(=O)c1ccccc1)c1nnc(SCc2nc3ccccc3c(=O)[nH]2)n1C (stereo not drawn)	1838	1588
CCN(CC)CCCC(C)NC(=O)c1ccc(C(F)(F)F)cc1 (stereo not drawn)	1815	1475
CCc1nnc(NC(=O)CCn2cnc3ccccc3c2=O)s1	1722	1414
CCOc1ccc(Nc2n[nH]c(=S)s2)cc1	2105	1760
Nc1nc(Nc2ccccc2)nc(N2CCOCC2)c1[N+](=O)[O-]	1829	1462
COC(=O)c1cc(NS(=O)(=O)c2ccc(NCc3cccnc3)c(N)c2)cc(C(=O)OC)c1	1585	1721
NC(=O)COC(=O)c1cc(Cl)cc(Cl)c1N	1572	1558
Cc1ccc(Cn2c(O)c(N=O)c3ccccc32)cc1	1829	1690
CCCCn1c(=O)c(CCC(=O)OCC(=O)NCc2ccc(OC)c(OC)c2)nc2ccccc21	1491	1494
Cc1[nH]c2ccccc2c1C(=O)COc1ccccc1F	1727	1406
Cc1cc(NC(=O)CN2CCCCC2)no1	1591	1434
O=C(NCC1OCCc2ccccc21)c1ccc(NC(=O)c2ccc(Cl)cc2Cl)cc1 (stereo not drawn)	1910	1640
CCOP(=O)(OCC)C(NC(=O)/C=C/c1ccc(OC)cc1)c1ccccc1 (stereo not drawn)	1868	1677
COc1ccc(S(=O)(=O)Nc2cccc(F)c2)cc1C	1562	1419
O=C(NCCCn1ccnc1)/C(=C\c1cccs1)NC(=O)c1cccs1	1526	1455
N#CCCN(CCC#N)S(=O)(=O)c1ccc(C(=O)Nc2nnc(C3=COCCO3)o2)cc1	1681	1670
c1ccc2[nH]c(CSc3nccs3)nc2c1	1599	1791
COC(=O)c1oc2ccccc2c1NC(=O)CN1CCCC1	1686	1641
CC(C)(C)NC(=O)C(=O)NNC(=O)c1cccc(F)c1	1950	1600
COc1ccccc1NS(=O)(=O)c1cc(NC(=O)c2ccc3c(c2)OCCO3)ccc1C	1775	1477
Cc1ccc(S(=O)(=O)C2C(=O)N(C)C3(C)CC2c2ccccc2O3)cc1C (stereo not drawn)	1622	1454

Grouped by structure: those above with a nitro group on carbon
SMILES	SRC1 TRFRET art	SRC3 TRFRET art
Cc1n[nH]c(C)c1NC(=O)c1cc([N+](=O)[O-])ccc1Cl	1959	1501
COc1ccc(C(=O)NC(=S)N2CCCCC2)cc1[N+](=O)[O-]	1659	1678
CC(C)C[C@@H]1NC(=O)[C@H](Cc2ccc(O)cc2)NC(=O)c2cc([N+](=O)[O-])cc(I)c2NCCC[C@@H](C(N)=O)NC1=O	1609	1650
Nc1nc(Nc2ccccc2)nc(N2CCOCC2)c1[N+](=O)[O-]	1829	1462

New compounds follow:
SMILES	SRC1 TRFRET art	SRC3 TRFRET art
Cc1ccc(-c2ccc(C(=O)NCc3ccc(Cl)cc3)o2)c2ccccc12	1831	1818
COCCNC(=S)N1CCC(NC(=O)Nc2ccc(C)cc2)CC1	1881	1678
COCCNc1c(-c2ccc(OC)c(OC)c2)nc2ccc(Cl)cn12	1893	1427
OCC1CCCCN1C(=S)Nc1ccc(Cl)cc1Cl (stereo not drawn)	1602	1457
CC1CCCCN1S(=O)(=O)c1ccc(NC(=O)c2cccc(-n3cnnn3)c2)cc1 (stereo not drawn)	1882	1371
COc1ccc(/C=C2/SC(=O)N(CC(O)Cn3c4ccccc4c4ccccc43)C2=O)cc1 (stereo not drawn)	1708	1499
CCC1CCc2c(sc(NC(=O)c3cccnc3)c2C(N)=O)C1 (stereo not drawn)	1890	1450
Cc1c(Br)c(C(F)(F)F)nn1CC(=O)NCc1ccccc1	2015	1707
CCC1C(=O)N=C(SCC(=O)NC2CCCCC2)NC1=O (stereo not drawn)	1698	1458
O=C(C[n+]1ccccc1)N/N=C/c1ccc(O)cc1	1650	1681
CCC1(C(=O)c2ccc(Cl)cc2)C2c3ccccc3OC(=O)C21C(=O)Nc1ccccc1 (stereo not drawn)	1535	1641
CC(C)c1ccc(NC(=S)NC2CCCCCC2)cc1	1806	1491
Cc1ccccc1C(=O)c1cccn1CC(=O)NCc1ccc(Cl)cc1	1680	1407
COc1ccc(NC(=O)C2CCCN(c3c4c(nc5ncnn35)CCC4)C2)cc1 (stereo not drawn)	1744	1459
CC(=O)c1ccc(-n2cc(-c3ccc(C(C)(C)C)cc3)[n+]3c2SCCC3)cc1	1845	1625
COc1ccc(-c2cc(CS(=O)(=O)c3ccccc3)on2)cc1	2125	1606
O=C(O)c1ccc(/C=N/N2CCN(Cc3cccc4ccccc34)CC2)cc1	1975	1526
CCCn1nc([N+](=O)[O-])c(C(C#N)c2nc3ccccc3o2)c(Cl)c1=O (stereo not drawn)	1520	1344
O=C(COC(=O)Cn1cnc2ccccc21)NCCC1=CCCCC1	1809	1318
Cc1cc(=S)cc(C)n1CCO	1769	1479
CC1NC(=O)NC1CCCCCC(=O)Nc1ccc(F)c(Cl)c1 (stereo not drawn)	1721	1554
Cc1ccccc1Cn1ccc(=NCc2ccccc2)cc1	1844	1598
Cc1ccc(NC(=O)c2ccc(Br)o2)cc1S(=O)(=O)N(C)C	1672	1555
Cc1ccc2nc(/C(C#N)=C\c3ccc(Oc4ccc([N+](=O)[O-])cn4)cc3)[nH]c2c1	1705	1871
CNC(=O)NC(=S)NC(=O)c1ccccc1Cl	1718	1736
CCOc1ccc(C(=O)Nc2ccccc2CC)cc1[N+](=O)[O-]	1715	1471
CCOC(=O)NC(=O)CSc1ccc(C)cc1C	1747	1675
O=C(c1cccnc1)N1CCC(Oc2ccc(C(=O)N3CCCCO3)cc2)CC1	1555	1623
Cc1nnc(SCCN2CCOCC2)c2nn(-c3ccccc3F)c(C)c12	1625	1513
CC(c1nccs1)N(C)C(=O)CCc1nnc(CCc2ccccc2)o1 (stereo not drawn)	1469	1421
CCCCCCOc1ccc(N2C(=O)CC(N3CCN(CCN=CC4C(=O)CC(C)(C)CC4=O)CC3)C2=O)cc1 (stereo not drawn)	1925	1595
CN1/C(=C\C(=O)c2cccnc2)Sc2ccccc21	1876	1756
CC(=O)NC(NC(=S)N1CCCCCC1)C(Cl)(Cl)Cl (stereo not drawn)	1986	1443
COc1ccc(CNC(=O)COC(=O)CC2CCCC2)cc1	1636	1452
CC(=O)NCC(=O)N1CCCC(C(=O)c2ccc(-c3ccccc3)c(F)c2)C1 (stereo not drawn)	1874	1738
COC(=O)Nc1nc2ccc(-c3n[nH]c(=O)c4ccccc34)cc2[nH]1	1774	1480
COc1cc(CNCc2ccccn2)ccc1OCc1ccc(Cl)c(Cl)c1	2004	1307
O=C(CSc1ncnc2c1nnn2Cc1ccc(F)cc1)NC1CCCCC1	1911	1562
O=C(NCCC1=CCCCC1)C1CCN(C(=O)Cc2ccccc2)CC1	1873	1687
Cc1ccc(C)c(-n2cc[nH]c2=S)c1	1802	1854
O=C(CSc1ccc2ccccc2c1)NCCCN1CCCC1=O	1573	1423
CCCc1cc(C(=O)Nc2cccc(Cl)c2)no1	1780	1391
Cc1nc(Oc2ccccc2)c2ccccc2n1	1389	1457
Cc1ccc(Cn2ncc3c(N4CCN(C5CCCC5)CC4)ncnc32)cc1	1841	1609
COc1ccc(N(C)S(=O)(=O)c2ccc3c(c2)oc(=O)n3C)cc1	1837	1641

Looked up by structure from above, seven records:
SMILES	SRC1 TRFRET art	SRC3 TRFRET art
O=C(CSc1ncnc2c1nnn2Cc1ccc(F)cc1)NC1CCCCC1	1911	1562
Cc1ccc(S(=O)(=O)C2C(=O)N(C)C3(C)CC2c2ccccc2O3)cc1C (stereo not drawn)	1622	1454
CCCCCCOc1ccc(N2C(=O)CC(N3CCN(CCN=CC4C(=O)CC(C)(C)CC4=O)CC3)C2=O)cc1 (stereo not drawn)	1925	1595
CC(C)(C)NC(=O)C(=O)NNC(=O)c1cccc(F)c1	1950	1600
O=C(/C=C/c1ccc(Cl)cc1)Nc1ccccc1N1CCOCC1	1786	1475
COc1ccccc1-c1ccc(=O)n(CC(=O)NCC2CCCO2)n1 (stereo not drawn)	1754	1637
Cc1ccc(-c2ccc(C(=O)NCc3ccc(Cl)cc3)o2)c2ccccc12	1831	1818

New compounds follow.
SMILES	SRC1 TRFRET art	SRC3 TRFRET art
COc1ccccc1CNC(=O)CSc1ccc(C)cc1	1774	1674
CC(C)(C)OC(=O)N1CCN(C(=O)c2cccnc2Cl)CC1	1670	1527
O=C(Cc1ccc(Cl)cc1)Nc1ccc(C(=O)N2CCOCC2)cc1	1798	1707
O=C(O)C1CC=CCC1C(=O)NNc1c(Cl)cc(Cl)cc1Cl (stereo not drawn)	1785	1615
CCOC(=O)c1cnc2c(C)cccc2c1Nc1ccc(N2CCOCC2)cc1	1824	1396
COC(c1ccccc1)c1nnc(CCC(=O)NC2C3CC4CC(C3)CC2C4)o1 (stereo not drawn)	1775	1513
CSc1ccc(Cl)c(C(=O)Nc2ccc(C)cn2)c1	1842	1607
COc1ccc(OC)c(/C=N/NC(=O)c2cc[n+](Cc3ccccc3)cc2)c1	1831	1695
CC12CN3CC(C)(CN(C1)C3c1ccc([N+](=O)[O-])o1)C2=O (stereo not drawn)	1794	1682
COc1ccc(C2=NN(C(=O)c3cccs3)C(c3ccc(OC)cc3)C2)cc1 (stereo not drawn)	1851	1687
Cc1cc(-c2ccccc2)nn1-c1nc2c(c(=O)[nH]c(=O)n2C)n1C	1743	1522
Cc1ccc(-n2c(SCC(=O)N/N=C/c3ccc(C)s3)nnc2-c2ccccc2)cc1	2125	1810
COc1ccccc1NS(=O)(=O)c1cc(NC(=O)CC(C)(C)C)ccc1N1CCOCC1	1643	1384
Oc1c(Cl)cc(Cl)cc1Sc1cc(Cl)cc(Cl)c1O	1779	1588
COc1ccccc1Nc1nc2nonc2nc1N1CCC(C)CC1	1696	1386

By substructure, the entries above with a CF3 group
SMILES	SRC1 TRFRET art	SRC3 TRFRET art
Cc1cc(C)n2nc(C(=O)NCc3cccc(C(F)(F)F)c3)nc2n1	1865	1492
CCN(CC)CCCC(C)NC(=O)c1ccc(C(F)(F)F)cc1 (stereo not drawn)	1815	1475
Cc1c(Br)c(C(F)(F)F)nn1CC(=O)NCc1ccccc1	2015	1707

Screening data: PubChem BioAssay, The Scripps Research Institute Molecular Screening Center
